Screening data (PubChem BioAssay)
LRH-1 inv ag: LRH-1 (NR5A2) inverse agonists, primary screen, cell-based, luminescence, HEK293T, StAR-luciferase reporter. Nuclear receptor subfamily 5 group A member 2 (Homo sapiens), O00482. hit rate 0.13% among 360,000. LRH-1 transfected, 24 h. inhibition, % at 3.6 µM;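 active means inhibition above the mean inhibition of all tested compounds plus 3 SD, cut at about 73% in these data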;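 further: 0% = DMSO wells and 100% = reporter-only cells lacking LRH-1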
Target sequence (O00482 whole entry, looked up): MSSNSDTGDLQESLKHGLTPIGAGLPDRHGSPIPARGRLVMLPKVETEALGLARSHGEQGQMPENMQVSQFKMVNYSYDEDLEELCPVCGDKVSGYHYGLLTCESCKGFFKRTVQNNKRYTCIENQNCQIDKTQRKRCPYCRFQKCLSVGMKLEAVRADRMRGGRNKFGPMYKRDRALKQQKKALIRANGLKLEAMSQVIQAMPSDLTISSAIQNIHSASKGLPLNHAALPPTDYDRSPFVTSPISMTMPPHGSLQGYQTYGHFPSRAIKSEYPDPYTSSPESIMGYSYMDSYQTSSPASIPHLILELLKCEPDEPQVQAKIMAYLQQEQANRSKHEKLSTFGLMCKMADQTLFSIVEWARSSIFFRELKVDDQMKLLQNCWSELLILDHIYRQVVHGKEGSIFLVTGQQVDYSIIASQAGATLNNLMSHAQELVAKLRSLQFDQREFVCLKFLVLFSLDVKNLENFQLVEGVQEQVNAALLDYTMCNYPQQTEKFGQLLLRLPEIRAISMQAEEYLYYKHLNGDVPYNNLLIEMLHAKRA
CF NFkB block: inhibitors of PAF-induced NF-kB signaling, primary screen, cell-based, GFP fluorescence, uHTS. AID 588850, 2011. KKLEB NF-kB-GFP reporter, GFP fluorescence overnight. inhibition, % at 5 µM. hit rate 0.86% among 360,000;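 active means at least 50% inhibition at 5 µM, scaled per plate between neutral and stimulator controls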;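 further: PAF is a Pseudomonas aeruginosa culture filtrate used as stimulus; plate controls were PAF-stimulated DMSO wells for no effect and unstimulated DMSO wells for full effect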
NCOA2 inhibitor: inhibition of GAL4-SRC2 driven luciferase reporter, primary screen, SRC2 inhibitor project, cell-based, luminescence | Nuclear receptor coactivator 2 (Homo sapiens), Q15596 | HEK293 GAL4-SRC2 luciferase reporter | inhibition, % at 9 µM | hit rate 0.17% among 370,000 | AID 651957, 2012;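 active means inhibition above the mean inhibition of all tested compounds plus 3 SD, set per campaign, cut at about 52% in these data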;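 further: 0% = DMSO treated cells and 100% = cells given Gossypol at 36 µM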
LMP1 NFkB inh: EBV LMP1-driven NF-kappaB luciferase reporter inhibitors, primary screen, cell-based, luminescence, single point; LMP1-induced NF-kappaB luciferase reporter cells; inhibition, % at 12.5 µM; hit rate 0.69% among 350,000; AID 504558, 2011; in the data active means inhibition above about 41%;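 further: 0% = neutral control wells and 100% = reference inhibitor control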
TWEAK Fn14 block: inhibitors of TWEAK-Fn14 signaling, primary screen, luciferase reporter cells, uHTS; hit rate 2% among 360,000; TWEAK-stimulated Fn14 reporter cells, luciferase luminescence, 8 h; AID 1159606, 2016; inhibition, % at 10 µM; in the data active means inhibition above about 50%
TROY signal inh: inhibitors of TROY-driven NF-kB signaling, primary screen, Q293 LMP1-TROYcd cells, NF-kB luciferase, uHTS; inhibition, % at 10 µM; Q293 LMP1-TROYcd NF-kB luciferase reporter, 4 h; hit rate 0.98% among 360,000;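 active means compounds whose plate-normalised and pattern-corrected inhibition of the luciferase reporter signal at the single screening dose is 50% or more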
COUP-TFII inh: NR2F2 transcriptional activity inhibitors, primary screen, cell-based, luciferase reporter, HEK293T, luminescence. HEK293T NGFI-A luciferase reporter. hit rate 0.7% among 370,000. AID 686940, 2013. COUP transcription factor 2 (Homo sapiens), P24468. inhibition, % at 8.6 µM;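 active means inhibition above a per-plate cutoff, mean inhibition of test wells between control levels plus 3 SD, cut at about 38% in these data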;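 further: cells cotransfected with COUP-TFII expression vector driving the NGFI-A reporter; 0% = median of COUP-TF2 test wells and 100% = reporter-only cells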
Target sequence (P24468 whole entry, looked up): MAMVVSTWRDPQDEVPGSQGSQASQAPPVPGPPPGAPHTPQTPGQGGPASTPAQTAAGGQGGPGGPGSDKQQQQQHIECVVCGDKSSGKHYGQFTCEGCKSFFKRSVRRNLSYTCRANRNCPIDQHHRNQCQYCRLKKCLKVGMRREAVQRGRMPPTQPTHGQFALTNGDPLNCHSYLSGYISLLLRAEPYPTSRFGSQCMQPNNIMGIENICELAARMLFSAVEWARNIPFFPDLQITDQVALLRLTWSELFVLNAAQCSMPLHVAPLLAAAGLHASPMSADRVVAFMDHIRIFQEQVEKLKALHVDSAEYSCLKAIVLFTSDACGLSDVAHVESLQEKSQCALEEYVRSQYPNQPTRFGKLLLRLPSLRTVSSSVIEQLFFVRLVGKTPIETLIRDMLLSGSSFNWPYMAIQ
KKLEB tox: cytotoxicity in KKLEB CF airway cells, primary screen, cytotoxicity control for CF NF-kB inhibitor project, cell-based, uHTS, fluorescence assay plates; KKLEB CF airway cells viability, ATPlite luminescence, overnight; stronger effect = lower value; cells stimulated with P. aeruginosa culture filtrate; activity change (cytotoxicity), % at 5 µM; hit rate 0.36% among 360,000;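 active means corrected activity change at or below -50% at 5 µM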
SRC3 inh: SRC3 coactivator transcriptional activity inhibitors, primary screen, cell-based, luminescence | Nuclear receptor coactivator 3 (Homo sapiens), Q9Y6Q9 | HEK293 GAL4-SRC3 luciferase reporter | inhibition, % at 3.6 µM | hit rate 0.17% among 360,000 | AID 588352, 2011;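 active means inhibition above a per-campaign cutoff, the mean of all compounds plus 3 SD, cut at about 60% in these data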;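 further: 0% = DMSO-treated cells and 100% = gossypol-treated cells at 36 µM; higher means less SRC3-driven luciferase light from the GAL4 reporter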
TRAIL sens C8: viability loss with TRAIL in NB7+C8 cells, primary screen, TRAIL sensitizer project, cell-based, ATPlite luminescence; inhibition (viability loss, TRAIL sensitization), % at 10 µM; hit rate 1% among 360,000; AID 624354, 2012;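 active means compounds causing at least 50% loss of cell viability in the single-dose screen, relative to plate controls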
SRC1 inh: SRC1 coactivator transcriptional activity inhibitors, primary screen, cell-based, luminescence; inhibition, % at 3.6 µM; hit rate 0.12% among 360,000; Nuclear receptor coactivator 1 (Homo sapiens), Q15788; HEK293 GAL4-SRC1 luciferase reporter;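 active means inhibition above the campaign mean plus 3 SD, with each screening campaign given its own cutoff, cut at about 60% in these data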;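 further: 0% = DMSO treated cells and 100% = gossypol at 36 µM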
An asterisk follows results filed as active.

Screening Cc1ccc(C)c(S(=O)(=O)N2CCCC2CNC(=O)C(=O)NCc2ccccn2)c1 (stereo not drawn) returned LRH-1 inv ag 19, CF NFkB block -11, NCOA2 inhibitor -1, LMP1 NFkB inh 0, TWEAK Fn14 block -5, TROY signal inh -10, COUP-TFII inh -3, KKLEB tox 3, SRC3 inh 13, TRAIL sens C8 -8 and SRC1 inh 4.
For CC1(C(=O)NCc2ccc(F)c(F)c2)Cc2c(-c3ccccc3)ccnc2O1 (stereo not drawn) the results were LRH-1 inv ag 10, CF NFkB block -19, TWEAK Fn14 block -1, TROY signal inh 8, KKLEB tox -15, SRC3 inh 4, TRAIL sens C8 4 and SRC1 inh 4.
`CC(=O)OCc1c(C(F)(F)F)nn(C)c1Sc1ccccc1` gave LRH-1 inv ag -19, CF NFkB block 7, NCOA2 inhibitor 7, LMP1 NFkB inh 3, TWEAK Fn14 block 6, TROY signal inh -5, COUP-TFII inh 9, KKLEB tox -2, SRC3 inh 3, TRAIL sens C8 -2 and SRC1 inh 11.
CN(CC(=O)OCC(=O)Nc1ccccc1)S(=O)(=O)c1ccc(Cl)cc1 was read as LRH-1 inv ag -2, CF NFkB block 10, NCOA2 inhibitor -1, LMP1 NFkB inh 0, TWEAK Fn14 block 15, TROY signal inh -2, COUP-TFII inh 9, KKLEB tox -4, SRC3 inh 20, TRAIL sens C8 3 and SRC1 inh 1.
For Cc1cccc(OCC(=O)NCC(C)(C)N2CCOCC2)c1 the results were LRH-1 inv ag -2, CF NFkB block 10, NCOA2 inhibitor 15, LMP1 NFkB inh -2, TWEAK Fn14 block -5, TROY signal inh 11, COUP-TFII inh -9, KKLEB tox 10, SRC3 inh 3, TRAIL sens C8 -1 and SRC1 inh -1.
For CCOC(=O)c1cnc(SCC(=O)N2CCC(C(N)=O)CC2)nc1N the results were LRH-1 inv ag -15, CF NFkB block 4, NCOA2 inhibitor -13, LMP1 NFkB inh -1, TWEAK Fn14 block 7, TROY signal inh -1, COUP-TFII inh 9, KKLEB tox -2, SRC3 inh -9, TRAIL sens C8 -1 and SRC1 inh -34.
Screening Cc1c(C)c(C)c(S(=O)(=O)N2CCC3(CC2)OCCO3)c(C)c1C returned LRH-1 inv ag -2, CF NFkB block -8, NCOA2 inhibitor 6, LMP1 NFkB inh -3, TWEAK Fn14 block 10, TROY signal inh -1, COUP-TFII inh 6, KKLEB tox 8, SRC3 inh 9, TRAIL sens C8 6 and SRC1 inh -7.
Screening O=C(CSc1nnc(CNC(=O)c2cccc(C(F)(F)F)c2)o1)NC1CCCCC1 returned LRH-1 inv ag -4, CF NFkB block 12, NCOA2 inhibitor -7, LMP1 NFkB inh 6, TWEAK Fn14 block -8, TROY signal inh 10, COUP-TFII inh 9, KKLEB tox -1, SRC3 inh -5, TRAIL sens C8 -6 and SRC1 inh -35.
Screening Cc1occc1C(=O)Nc1sccc1C(N)=O returned LRH-1 inv ag 9, CF NFkB block -29, NCOA2 inhibitor -18, LMP1 NFkB inh -1, TWEAK Fn14 block 15, TROY signal inh -15, COUP-TFII inh -1, KKLEB tox 14, SRC3 inh 2, TRAIL sens C8 0 and SRC1 inh -6.
For N#CC(c1ccc(N)cc1)C(CC(=O)c1ccccc1)c1ccccc1 (stereo not drawn) the results were LRH-1 inv ag -13, CF NFkB block -2, NCOA2 inhibitor -22, LMP1 NFkB inh 0, TWEAK Fn14 block -18, TROY signal inh -32, COUP-TFII inh -27, KKLEB tox 6, SRC3 inh -21, TRAIL sens C8 1 and SRC1 inh -21.
For CCCOC(=O)c1c(NC(=O)C2C3C=CC(C3)C2C(=O)O)sc2c1CCC(C)C2 (stereo not drawn) the results were LRH-1 inv ag -2, CF NFkB block -25, NCOA2 inhibitor -21, LMP1 NFkB inh 3, TWEAK Fn14 block 12, TROY signal inh 34, COUP-TFII inh 6, KKLEB tox 14, SRC3 inh 27, TRAIL sens C8 0 and SRC1 inh 5.
CN1CCN(C(=S)Nc2cccc(C(F)(F)F)c2)CC1 was read as LRH-1 inv ag 11, CF NFkB block -9, NCOA2 inhibitor 5, LMP1 NFkB inh 3, TWEAK Fn14 block -15, TROY signal inh -4, COUP-TFII inh 4, KKLEB tox 6, SRC3 inh 4, TRAIL sens C8 -12 and SRC1 inh 4.
Screening O=C(O)[C@H]1CCC(=O)N1Cc1ccco1 returned LRH-1 inv ag 11, CF NFkB block 6, NCOA2 inhibitor 15, LMP1 NFkB inh -10, TWEAK Fn14 block 4, TROY signal inh -3, COUP-TFII inh -16, KKLEB tox -6, SRC3 inh 13, TRAIL sens C8 -5 and SRC1 inh -1.
For C/C(CC(=O)NC(C)C)=N\NC(=O)C(c1ccccc1)c1ccccc1 the results were LRH-1 inv ag 9, CF NFkB block 9, NCOA2 inhibitor 0, LMP1 NFkB inh 6, TWEAK Fn14 block -1, TROY signal inh 5, COUP-TFII inh 11, KKLEB tox -16, SRC3 inh 16, TRAIL sens C8 3 and SRC1 inh 7.
Screening CCOc1ccc(NC(=O)CN(C)C(=O)Cn2c(=O)cnc3ccccc32)cc1OCC returned LRH-1 inv ag -5, CF NFkB block -9, NCOA2 inhibitor -6, LMP1 NFkB inh -3, TWEAK Fn14 block -4, TROY signal inh -2, COUP-TFII inh 16, KKLEB tox 4, SRC3 inh -1, TRAIL sens C8 0 and SRC1 inh -5.
For CCN(CC)CCN(C(=O)c1ccc(S(=O)(=O)N(C)C2CCCCC2)cc1)c1nc2ccc(OC)cc2s1 the results were LRH-1 inv ag 7, CF NFkB block 13, NCOA2 inhibitor 0, LMP1 NFkB inh -4, TWEAK Fn14 block -45, TROY signal inh 9, COUP-TFII inh -9, KKLEB tox -6, SRC3 inh 7, TRAIL sens C8 -14 and SRC1 inh 5.
For O=C(CS(=O)(=O)Cc1ccccc1)NCc1ccco1 the results were LRH-1 inv ag -5, CF NFkB block -1, NCOA2 inhibitor 12, LMP1 NFkB inh -1, TWEAK Fn14 block 5, TROY signal inh 12, COUP-TFII inh -3, KKLEB tox 9, SRC3 inh 2, TRAIL sens C8 -8 and SRC1 inh -15.
Screening CN1OC[C@@H]2CN(S(=O)(=O)c3cccc(C(F)(F)F)c3)[C@H](c3ccc(-c4cccnc4)cc3)C[C@@H]21 returned LRH-1 inv ag -22, CF NFkB block 2, NCOA2 inhibitor 20, LMP1 NFkB inh -1, TWEAK Fn14 block -7, TROY signal inh 1, COUP-TFII inh 13, KKLEB tox 9, SRC3 inh -1, TRAIL sens C8 15 and SRC1 inh 7.
`O=C(NCCN1CCOCC1)c1cc2c(=O)n3ccccc3nc2n1Cc1ccccc1` gave LRH-1 inv ag -4, CF NFkB block -30, NCOA2 inhibitor -16, LMP1 NFkB inh -14, TWEAK Fn14 block 5, TROY signal inh 1, COUP-TFII inh -6, KKLEB tox 10, SRC3 inh -2, TRAIL sens C8 -8 and SRC1 inh -15.
For N/C(=N\OC(=O)c1ccccc1Cl)c1ccc(Cl)cc1 the results were LRH-1 inv ag -68, CF NFkB block 0, NCOA2 inhibitor -44, LMP1 NFkB inh -61, TWEAK Fn14 block 32, TROY signal inh 16, COUP-TFII inh -38, KKLEB tox -2, SRC3 inh -85, TRAIL sens C8 83* and SRC1 inh -82.
Screening O=C(Nc1ccc2c(c1)OCO2)c1ccccc1 returned LRH-1 inv ag -127, CF NFkB block 4, NCOA2 inhibitor -19, LMP1 NFkB inh -23, TWEAK Fn14 block 9, TROY signal inh -26, COUP-TFII inh -24, KKLEB tox 3, SRC3 inh -95, TRAIL sens C8 39 and SRC1 inh -96.
For COC(=O)CSCC(=O)Nc1nnc(-c2ccccc2C)s1 the results were LRH-1 inv ag 0, CF NFkB block 8, NCOA2 inhibitor 5, LMP1 NFkB inh 0, TWEAK Fn14 block 29, TROY signal inh 2, COUP-TFII inh 25, KKLEB tox -2, SRC3 inh -9, TRAIL sens C8 -2 and SRC1 inh 4.
For CC(=O)Nc1nonc1C(=O)N1CCC(C)CC1 the results were LRH-1 inv ag 6, CF NFkB block -14, NCOA2 inhibitor -31, LMP1 NFkB inh -1, TWEAK Fn14 block -16, TROY signal inh 18, COUP-TFII inh -2, KKLEB tox 9, SRC3 inh 2, TRAIL sens C8 -19 and SRC1 inh -15.
CCN1CCCC1CNC(=O)c1cc(NC(C)=O)c(N(C)C)cc1OC (stereo not drawn) was read as LRH-1 inv ag 8, CF NFkB block 2, NCOA2 inhibitor -17, LMP1 NFkB inh -3, TWEAK Fn14 block -6, TROY signal inh -12, COUP-TFII inh 9, KKLEB tox -4, SRC3 inh 22, TRAIL sens C8 9 and SRC1 inh -3.
For CCc1cc(CNC(=O)CC2C(=O)NCCN2Cc2ccc(-c3ccccc3)cc2)on1 (stereo not drawn) the results were LRH-1 inv ag -16, CF NFkB block 19, NCOA2 inhibitor 15, LMP1 NFkB inh 9, TWEAK Fn14 block 31, TROY signal inh -1, COUP-TFII inh 6, KKLEB tox -2, SRC3 inh 3, TRAIL sens C8 -3 and SRC1 inh -5.
C=C1c2c(Cl)ccc(O)c2C(O)=C2C(=O)[C@]3(O)C(O)=C(C(N)=O)C(=O)[C@@H](N(C)C)[C@@H]3[C@@H](O)C12 (stereo partly drawn) was read as LRH-1 inv ag 1, CF NFkB block 14, NCOA2 inhibitor -25, LMP1 NFkB inh 7, TWEAK Fn14 block 22, TROY signal inh 6, COUP-TFII inh 3, KKLEB tox 1, SRC3 inh -21, TRAIL sens C8 23 and SRC1 inh -7.
For C=CCSc1nc2ccccc2n1C(=O)/C=C/c1cc(OC)c(OC)c(OC)c1 the results were LRH-1 inv ag -28, CF NFkB block 91*, NCOA2 inhibitor 6, LMP1 NFkB inh 81*, TWEAK Fn14 block 57*, TROY signal inh 36, COUP-TFII inh 46*, KKLEB tox -14, SRC3 inh 36, TRAIL sens C8 23 and SRC1 inh -7.
Screening CC1(c2ccc(Cl)cc2)NC(=O)N(CC(=O)NCc2cccs2)C1=O (stereo not drawn) returned LRH-1 inv ag 4, CF NFkB block 0, NCOA2 inhibitor 6, LMP1 NFkB inh -5, TWEAK Fn14 block -1, TROY signal inh 17, COUP-TFII inh 16, KKLEB tox -17, SRC3 inh 0, TRAIL sens C8 15 and SRC1 inh -20.
